Screening results: PubChem BioAssay, National Center for Advancing Translational Sciences (NCATS)
KDM5B inhibitor: KDM5B demethylase inhibition; 220,000 tested, 2.6% active; Potency, µM (titrated, usually from 57.7 µM), for inactives: top-dose activity change, negative = inhibition, actives largely listed as inhibitors; Q9UGL1; AID 1347165; KDM5B demethylase, FDH-coupled NADH fluorescence (FDH is formaldehyde dehydrogenase); active = well fitted inhibition curve with a large enough effect; inconclusive = small, poorly fitted or top-dose-only effect; inactive = no such curve, though single readings can be large or run the other way; note: 0% is about no effect; nearly all actives have a fitted effect of over 70% in size
Target sequence (Q9UGL1 whole entry, looked up): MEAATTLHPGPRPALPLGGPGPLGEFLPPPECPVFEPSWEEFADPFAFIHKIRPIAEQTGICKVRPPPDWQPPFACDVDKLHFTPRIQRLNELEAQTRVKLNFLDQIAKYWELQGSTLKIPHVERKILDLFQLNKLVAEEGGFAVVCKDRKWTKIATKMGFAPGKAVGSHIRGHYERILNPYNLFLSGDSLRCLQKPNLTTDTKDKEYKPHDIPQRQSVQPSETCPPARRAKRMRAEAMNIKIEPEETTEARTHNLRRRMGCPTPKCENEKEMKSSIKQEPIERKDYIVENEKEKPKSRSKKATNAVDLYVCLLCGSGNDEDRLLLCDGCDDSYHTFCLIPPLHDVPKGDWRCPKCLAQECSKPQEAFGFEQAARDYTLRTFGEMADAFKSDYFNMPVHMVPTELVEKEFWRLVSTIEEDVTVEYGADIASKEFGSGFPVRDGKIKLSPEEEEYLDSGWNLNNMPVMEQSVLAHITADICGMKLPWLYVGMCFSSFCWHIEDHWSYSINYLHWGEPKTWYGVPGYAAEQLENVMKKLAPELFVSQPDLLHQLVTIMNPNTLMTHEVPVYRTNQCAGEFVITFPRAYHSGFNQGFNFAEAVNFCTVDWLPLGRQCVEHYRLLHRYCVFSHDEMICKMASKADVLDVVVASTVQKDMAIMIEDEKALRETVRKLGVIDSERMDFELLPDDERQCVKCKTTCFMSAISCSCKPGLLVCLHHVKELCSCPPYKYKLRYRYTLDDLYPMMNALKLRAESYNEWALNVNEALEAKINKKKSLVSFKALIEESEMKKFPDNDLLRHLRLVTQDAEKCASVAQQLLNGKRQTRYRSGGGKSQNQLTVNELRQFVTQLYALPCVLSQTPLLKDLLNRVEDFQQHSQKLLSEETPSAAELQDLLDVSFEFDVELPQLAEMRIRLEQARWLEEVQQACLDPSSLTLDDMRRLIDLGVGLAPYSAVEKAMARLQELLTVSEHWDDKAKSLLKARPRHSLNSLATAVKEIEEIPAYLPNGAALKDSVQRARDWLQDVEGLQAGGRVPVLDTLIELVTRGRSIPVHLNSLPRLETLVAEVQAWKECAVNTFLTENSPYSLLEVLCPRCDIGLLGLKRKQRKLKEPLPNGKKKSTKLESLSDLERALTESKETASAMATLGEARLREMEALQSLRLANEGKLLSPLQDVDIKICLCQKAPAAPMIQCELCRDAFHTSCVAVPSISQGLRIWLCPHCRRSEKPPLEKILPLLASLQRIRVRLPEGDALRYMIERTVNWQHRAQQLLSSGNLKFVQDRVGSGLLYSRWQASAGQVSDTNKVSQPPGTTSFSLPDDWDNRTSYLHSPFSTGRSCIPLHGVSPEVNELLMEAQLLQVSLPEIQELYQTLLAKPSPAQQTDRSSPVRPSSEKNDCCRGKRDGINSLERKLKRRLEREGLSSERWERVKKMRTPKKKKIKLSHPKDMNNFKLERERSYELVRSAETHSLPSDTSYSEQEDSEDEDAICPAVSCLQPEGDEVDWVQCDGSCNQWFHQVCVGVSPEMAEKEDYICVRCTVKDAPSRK
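Here, H3K4me3 peptide (12.5 µM in substrate mix) is demethylated by KDM5BΔAP, 200 nM final, after 10 min compound exposure. Formaldehyde product is coupled through FDH (0.25 U/mL in mix) to NADH fluorescence; 30-min ΔRFU feeds dose-response curves.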
Active calls of the source: *; u = inconclusive; [ ] = dose if it differs, or a comment. Potency is the fitted concentration of half-maximal effect. Only part of the results is shown; rates above refer to the full screens.

SMILES | KDM5B inhibitor
COc1ccc(/C=C(\NC(=O)c2ccccc2)C(=O)N2CCN(C)CC2)cc1 | 35%
O=C(NCCc1ccc(Cl)cc1)c1nc(-c2ccc(F)cc2)c2ccccn12 | 25µM*
Cc1[nH]c2ccccc2c1SCC(=O)NNC(=O)Nc1ccc(OC(F)(F)F)cc1 | 12%
Cn1c(=O)c2c(nc(NCc3ccc(S(N)(=O)=O)cc3)n2Cc2ccccc2Cl)n(C)c1=O | 7%
COc1cc2ncc(C#N)c(Nc3cc(OC)c(OC)c(OC)c3)c2cc1OC | -18%
CCCN(Cc1cc2cccc(C)c2[nH]c1=O)S(C)(=O)=O | -16%
COc1ccc(NC(=O)N[C@H]2[C@H](O)[C@@H](N3CCC(C(N)=O)CC3)[C@@H]3OC[C@H]2O3)cc1 | 5%[86.2 µM]
COc1ccc(OC)c(C(=O)c2c(C)oc3cc([N+](=O)[O-])c(O)c([N+](=O)[O-])c23)c1 | -9%
COCC1CCN(Cc2cc3cc4c(cc3nc2-c2ccc(Cl)cc2)OCO4)C1 (stereo not given) | u
O=C(c1ccccc1OCC1CCCN(C2CCCC2)C1)N1CCCC1 (stereo not given) | 2%
CCc1ccc(NC(=O)C(Cc2ccccc2)NS(=O)(=O)c2ccc3c(c2)c(=O)n(C)c(=O)n3C)cc1 (stereo not given) | -18%
O=C(NCc1cccc(F)c1)C1CCN(C(=O)c2ncn3c2COC(c2ccc(F)cc2)C3)CC1 (stereo not given) | -4%
CN(Cc1ccccc1Br)C(=O)CSc1nnnn1C1CC1 | 40%
CCc1cc(=O)n(CC(=O)Nc2cc(C)on2)c(-c2ccccc2)n1 | -17%
CCOC(=O)c1c(C)[nH]c(C)c1S(=O)(=O)NCC(=O)Nc1ccc(CC)cc1 | 7%
Cc1ccccc1-c1cnc2n[nH]c(-c3ccc4c(c3)OCO4)c2n1 | 11%[86.2 µM]
COc1ccccc1NC(=O)NNC(=O)c1ccc2ccccc2c1O | u
O=C(NCc1ccccc1)c1ccccc1OC1CN(C2CCC2)C1 | -9%
CCn1nccc1C(=O)N1CCC2(CC1)CC(OCC1CC1)CCO2 (stereo not given) | -9%
CCOc1cccc(CNC(=O)c2nnn3c2COC(c2ccc(C)cc2)C3)c1 (stereo not given) | 12%

4 of these compounds, reformatted.
O=C(NCc1cccc(F)c1)C1CCN(C(=O)c2ncn3c2COC(c2ccc(F)cc2)C3)CC1 (stereo not given)
- KDM5B inhibitor: -4%

CN(Cc1ccccc1Br)C(=O)CSc1nnnn1C1CC1
- KDM5B inhibitor: 40%

CCc1cc(=O)n(CC(=O)Nc2cc(C)on2)c(-c2ccccc2)n1
- KDM5B inhibitor: -17%

CCOC(=O)c1c(C)[nH]c(C)c1S(=O)(=O)NCC(=O)Nc1ccc(CC)cc1
- KDM5B inhibitor: 7%

The list continues:
SMILES | KDM5B inhibitor
Cc1ccc(-n2ncc(C(=O)NCCN3CCN(C)CC3)c2C2CCN(C(=O)OC(C)(C)C)CC2)c(C)c1 | -29%
Cc1ccc(NC(=O)c2nc(S(C)(=O)=O)ncc2N(Cc2ccc(C(C)(C)C)cc2)Cc2ccco2)cc1C | -14%
COc1ccc(NC(=O)Cn2cccc2-c2nc(-c3ccc(F)cc3)no2)cc1 | 5%
CCOC(=O)COC(=O)CNC(=O)c1ccc(C)c(C)c1 | -10%
O=C(NCc1cccnc1N1CCOCC1)c1cnn(-c2ccc(Cl)cc2)c1 | 19%
COc1ccc(C(=O)N(C)Cc2cccn2C)cc1 | -12%[86.2 µM]
COc1ccc(C(=O)N[C@@H]2CN(c3ncccn3)C[C@H]2CN(C)C)cc1OC | 28µM*
O=C(NCc1ccccc1)c1ccc2nc(-c3ccccc3)c(-c3ccccc3)nc2c1 | 11%
CCC1CN(C(=O)NCc2ccc(F)cc2)c2ccccc2O1 (stereo not given) | -13%
Cc1c(Cl)cccc1NC(=O)Nc1ccc2snnc2c1 | -29%
Cc1ccc(CNC(=O)CCc2c(C)nc3c4c(C)cc(C)nc4nn3c2C)cc1 | -115%
COc1ccc(C(=O)N[C@@H]2CCC[C@@H]2C(=O)N2CCN(c3cccc(Cl)c3)CC2)cn1 | 0%
CC(C)Nc1nc(NNc2nc(Cl)nc(NC(C)(C)C)n2)nc(NC(C)C)n1 | 31%
O=C(CCc1nc2sc3c(c2c(=O)[nH]1)CCC3)NCc1ccccc1OC(F)(F)F | 9%
CCCCCCOc1ccc(C(=O)N2CCN(c3oc(-c4ccco4)nc3C#N)CC2)cc1OC | -4%
CO[C@H]1C(=O)N(C(C)C)[C@H]1C1CCN(C(=O)Nc2ccc(C)c(C)c2)CC1 | 4%
COCCNC(=O)CCCn1c(=O)c2ccccc2n(Cc2cccc([N+](=O)[O-])c2)c1=O | 26%
O=C(OCc1cccc([N+](=O)[O-])c1)C12CC3CC(CC(O)(C3)C1)C2 | 12%
Cc1cccc(NC(=O)CSc2nc(-c3cccc(C)c3)nc3c2Cc2c(CO)cnc(C)c2O3)c1 | -7%
O=C(CCC1CCCN(S(=O)(=O)c2ccccc2F)C1)NC1CCCCC1 (stereo not given) | u
Cc1cccc(N2C(=O)N(Cc3ccc(C(C)(C)C)cc3)c3ccccc3S2(=O)=O)c1 | -18%
CC(C)N1C(=O)C2(CCCCC2)C1C(=O)NCCN1CCCC1 (stereo not given) | u
CC(Sc1nc2ccccc2o1)c1nc2ccccc2c(=O)[nH]1 (stereo not given) | 16%
CCOc1cc(C2CC(=O)Nc3c2c(C)nn3-c2nc(C)cc(C)n2)ccc1O (stereo not given) | 0%
CC(CNC(=O)Cn1c(-c2cccs2)cc2cc(Cl)ccc21)c1ccccc1 (stereo not given) | u
CCCCCOC(=O)/C(C#N)=C/c1c[nH]c2ccccc12 | -10%
Cc1cnc(C(=O)NC2C[C@H]3CC[C@@H](C2)N3C(=O)c2ccnn2C)cn1 (stereo not given in full) | -20%
CCc1ccc(OCCSc2nc(-c3cccc(C)c3)nc3cc(=O)[nH]n23)cc1 | 14%
COc1ccc(S(=O)(=O)Nc2ccc(C)n(CC(=O)NCc3ccc(C)o3)c2=O)cc1 | -17%
Cc1ccc2c(c1)Oc1ccc(S(=O)(=O)N(C)c3ccc(C)c(C)c3)cc1C(=O)N2 | 12%

Part of the list above, with the structure last.
KDM5B inhibitor,SMILES
u,CC(CNC(=O)Cn1c(-c2cccs2)cc2cc(Cl)ccc21)c1ccccc1 (stereo not given)
-10%,CCCCCOC(=O)/C(C#N)=C/c1c[nH]c2ccccc12
-20%,Cc1cnc(C(=O)NC2C[C@H]3CC[C@@H](C2)N3C(=O)c2ccnn2C)cn1 (stereo not given in full)
14%,CCc1ccc(OCCSc2nc(-c3cccc(C)c3)nc3cc(=O)[nH]n23)cc1
-17%,COc1ccc(S(=O)(=O)Nc2ccc(C)n(CC(=O)NCc3ccc(C)o3)c2=O)cc1

Further compounds
SMILES | KDM5B inhibitor
CC(=O)N(Cc1cc2ccccc2[nH]c1=O)CC(C)C | -18%
CCc1ccccc1NC(=O)c1cc(S(=O)(=O)N(CC)c2ccccc2)ccc1F | -1%
O=C(c1ccc(Oc2ccccc2)cc1)N1CCNc2cnc(Nc3cccnc3)nc2C1 | u
CCCS(=O)(=O)N1CCCC1C(=O)Nc1ccccc1-c1ccc(OC)cc1 (stereo not given) | -20%
CC(C)NC(=O)Cn1c(=O)n(-c2ccccc2)c(=O)c2sccc21 | u
CC(C)Cn1c(SCC(=O)Nc2ccc(C(=O)O)cc2)nnc1-c1ccc(Cl)cc1 | -2%
CC(=O)Nc1ccc(NC(=O)Nc2ccccc2Cl)cc1 | 0%
O=C(CN1CCN(C(=O)c2cccnc2)CC1)Nc1ccccc1Cl | -3%
CCCCC(=O)OC1=CN(Cc2ccccc2)S(=O)(=O)c2ccccc21 | -16%
CCOC(=O)c1cccc(NC(=O)Nc2cccc(F)c2C)c1 | 5%
Clc1ccc(-c2cn3cc(Cl)ccc3n2)cc1 | u
CC(=O)c1c(C)oc2ccc(N(C(=O)c3ccncc3)S(=O)(=O)c3ccc(F)cc3C)cc12 | 15%
CN1C(=O)c2cccn2CC1C(=O)NCCCN1CCCc2ccccc21 (stereo not given) | u
Cc1ccc(C)c(NC(=O)C2CCN(c3cc(C)nc4c(-c5ccc(Cl)cc5)c(C)nn34)CC2)c1 | -3%
CCCNC(=O)N1CCN(C(=O)N2CC3CC(C2)[C@H]2CCCC(=O)N2C3)CC1 (stereo not given in full) | 3%
CCNc1nccc(N2CCC(CC(=O)NCc3ccc(OC)c(OC)c3)CC2)n1 | -11%
COc1cc(-c2cc(C)c3c(OC)ccc(OC)c3n2)cc2c1OCCNC2 | 8%
CCCCC(=O)NCc1nc2cccnc2n1Cc1ccc(OC)cc1 | -20%
CC(C)c1ccc(C(=O)Nc2ccc(-c3nn4cnnc4s3)cc2)cc1 | u
CC[C@H]1CN(S(=O)(=O)c2ccc(OC)cc2)CC[C@H]1CC(=O)N(CC)C(=O)NCCCN(C)C | -1%
CCCCNc1nc(-c2cccc(OC)c2O)nc2ccccc12 | 5%
Cc1ccc(NC(=O)Cn2c(=O)n(Cc3ccco3)c(=O)c3ccc(C(=O)NC4CCCC4)cc32)c(C)c1 | -12%
CCc1cccc(NC(=O)c2cc(S(=O)(=O)N3CCCCCC3)cn2C)c1 | u
Cc1ccc(-n2c(C3CCN(C(=O)c4ccc(Cl)cc4)CC3)n[nH]c2=O)cc1 | 32%[activator]
CCOc1ccc(NC(=O)C2CCCCC(=O)N2)cc1 (stereo not given) | 0%
O=C(c1cncc(Br)c1)N1CCC(Cc2nc(C3CCOCC3)no2)CC1 | -1%
COc1ccc(C(=O)N2CC(C)CC(C)C2)c2ccccc12 (stereo not given) | -10%
COCCCNC(=O)CC1CC2CCC1C2 (stereo not given) | -10%
O=C(C(Sc1nncn1-c1ccccc1F)c1ccccc1)N1CCCC1 (stereo not given) | 6%
COc1ccc2[nH]c3c(c2c1)CCNC31CCN(C(=O)c2cc(C)nn2C)CC1 | -29%
Cc1cc2c(c(=O)n(-c3ccccc3)c(=O)n2CC(=O)Nc2ccc3c(c2)OCO3)n1C | 7%
Cc1ccc2nc(-c3ccc(C)c(NC(=O)Cc4ccccc4)c3)oc2c1 | u
CCCOc1ccc(-c2c(C(=O)N/N=C/c3ccccc3)nnn2-c2nonc2N)cc1 | 7%
COc1cccc(-c2ccc3c(N)c(C(=O)Nc4cc(F)ccc4F)sc3n2)c1 | 1%
O=C(CN1CCCCCC1)N1CC(Oc2ccccc2-c2nc(C3CC3)no2)C1 | u
CNc1ccnc(N2CCC3(CCCN(C4CCOCC4)C3=O)C2)n1 (stereo not given) | 22%
Brc1ccccc1-c1nnc(COc2ncnc3ccccc23)o1 | 19%
Cn1c(=O)n(C)c2cc(S(=O)(=O)NCC3(O)CCCNCC3)ccc21 (stereo not given) | 20%
COCCNC(=O)[C@H]1C[C@H](Oc2cccnc2)CN1C(=O)Cc1c(C)noc1C | -15%
Cc1cc(C(=O)CSc2nc3cc([N+](=O)[O-])ccc3o2)c(C)n1C1CC1 | 20%
CC1=C(C(=O)Nc2cccc(C(F)(F)F)c2)C(c2ccccn2)n2ncnc2N1 (stereo not given) | u
CN(C)c1ccc(-c2noc([C@@H]3CCCN3C3CCOCC3)n2)cn1 | -26%[86.2 µM]
Cn1c(=O)c2c(nc(Br)n2Cc2ccc(F)cc2)n(C)c1=O | 19%
Cc1cccc(C)c1-n1nnnc1SCc1nc2ccccc2o1 | 8%
O=C(CCNc1nc(Cl)nc2nc[nH]c12)NCCO | 9%
N#Cc1cccc(CN2CC3(COCC(=O)N(Cc4cccc(OC(F)(F)F)c4)C3)C2)c1 | -13%
COc1ccccc1NS(=O)(=O)c1cccc(NC(=O)NCCCl)c1 | -1%
CN(Cc1ccccc1)c1ncnc2sccc12 | 33%[activator]
COc1cccc(CNC(=O)c2cccc(NC(=O)CC3SC(N4CCCCC4)=NC3=O)c2)c1 (stereo not given) | -4%
COCc1c(C(=O)N/N=C\c2cccnc2)nnn1-c1nonc1N | -15%
The list goes on.
SMILES | KDM5B inhibitor
COc1cc(=O)n2c(c1C(=O)Nc1ccc(F)cc1)CCCC2 | -5%
CCN(CC)S(=O)(=O)c1cccc(NS(=O)(=O)c2cccs2)c1 | -3%
Cc1cccc(NC(=O)Nc2ccc(C)n(CC(=O)NCCN3CCCC3)c2=O)c1 | u
O=c1cc(-c2cccnc2)nc(-c2cccc(CN3CCNCC3)c2)[nH]1 | -24%
Cc1cn2nc(-c3nc(C4CCCN(C(=O)c5ccc(C)s5)C4)no3)cc2c(=O)[nH]1 (stereo not given) | 28µM*
CCOc1cc(C)c(CN2C[C@@H](CN(C)C)C[C@H](CO)C2)cc1C(C)C | -14%
O=C(CSc1nc2cc(Cl)ccc2s1)NCCCc1ccccc1 | 5%
Cc1cccn2cc(CSc3nnc(-c4ccccc4)o3)nc12 | 10%
COC(=O)c1ccc(NC(=O)c2c(-c3ccccc3)c(-c3ccccc3)nn(C)c2=O)cc1 | -4%
O=C1CCN(C(=O)c2cc3ccccc3[nH]2)CCCC(CO)CCN1 (stereo not given) | u
CCc1ccc2cc(-c3ccccc3)cn2c1 | u
Cc1cc(C)c(C(=O)COC(=O)c2cc(=O)[nH]c3ccccc23)cc1C | 16%
